Assay outcomes (PubChem BioAssay)
KCNQ2 block = KCNQ2 channel blockers in CHO-K1 cells – cell-based, FluxOR thallium flux, B-score, primary screen (AID 2156). hit rate 1.1% among 310,000. 20 min; stronger effect = lower value. O88943. B-score at 10 µM;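 active = fluorescence ratio B-score at most minus 3 library SDs, with starting brightness B-score within 2 library SDs, cut at about -5.5 in these data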
Kir21 inh = Kir2.1 (mouse) channel inhibition. HEK293-Kir2.1, FluxOR thallium flux fluorescence; stronger effect = lower value. B-score at 10 µM. hit rate 0.85% among 310,000. AID 1672;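 active = fluorescence ratio B-score at or below minus 3 SD of library scores, with starting-brightness B-score within 2 SD, cut at about -4.2 in these data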;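 also: channel flux triggered by added potassium and thallium sulfate stimulus; B-score of peak minus minimum fluorescence over baseline after thallium stimulus; more negative B-score means stronger Kir2.1 block with less thallium influx; some compounds called inactive have numbers as strong as hits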
Target sequence (P35561 whole entry, looked up): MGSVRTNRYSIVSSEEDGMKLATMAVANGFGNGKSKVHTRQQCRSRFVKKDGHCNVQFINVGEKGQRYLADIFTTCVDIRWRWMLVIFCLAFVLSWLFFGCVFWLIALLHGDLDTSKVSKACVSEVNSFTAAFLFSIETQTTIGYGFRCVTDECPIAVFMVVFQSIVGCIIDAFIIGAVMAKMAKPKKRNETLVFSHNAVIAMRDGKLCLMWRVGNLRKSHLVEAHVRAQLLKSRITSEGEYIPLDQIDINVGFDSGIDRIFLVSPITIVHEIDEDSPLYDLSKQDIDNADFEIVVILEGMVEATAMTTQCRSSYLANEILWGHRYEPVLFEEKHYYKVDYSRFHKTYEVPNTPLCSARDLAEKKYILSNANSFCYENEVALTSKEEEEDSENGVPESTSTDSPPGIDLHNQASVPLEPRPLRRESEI
STK33 kinase inh = inhibitors of human STK33 kinase. AID 2661. purified STK33, MBP phosphorylation, ADP-Glo luminescence. inhibition, % at 10 µM. Q9BYT3. hit rate 0.073% among 320,000;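 active = inhibition at or above 25%, using the most active replicate where run in duplicate; inactive = inhibition below 25%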
Target sequence (Q9BYT3 whole entry, looked up): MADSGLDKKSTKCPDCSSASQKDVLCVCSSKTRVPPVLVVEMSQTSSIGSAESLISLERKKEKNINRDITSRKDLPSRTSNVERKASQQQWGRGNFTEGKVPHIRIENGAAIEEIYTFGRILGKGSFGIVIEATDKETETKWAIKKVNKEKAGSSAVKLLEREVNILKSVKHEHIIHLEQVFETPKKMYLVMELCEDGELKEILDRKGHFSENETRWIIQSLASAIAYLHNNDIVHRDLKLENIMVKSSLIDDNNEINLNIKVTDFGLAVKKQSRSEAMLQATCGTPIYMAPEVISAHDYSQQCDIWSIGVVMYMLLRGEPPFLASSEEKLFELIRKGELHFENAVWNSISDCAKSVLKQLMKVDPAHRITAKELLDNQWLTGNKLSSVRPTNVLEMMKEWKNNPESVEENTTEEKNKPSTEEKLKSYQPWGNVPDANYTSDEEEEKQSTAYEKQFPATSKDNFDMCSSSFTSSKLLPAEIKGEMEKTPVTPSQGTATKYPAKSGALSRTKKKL
An asterisk follows results filed as active; i = inactive; . = not tested or not shown.

Molecule	KCNQ2 block	Kir21 inh	STK33 kinase inh
CCOc1ccc(C(=O)NC(=S)Nc2ccc(N3CCOCC3)c(Cl)c2)cc1[N+](=O)[O-]	i	2.2	-0.4
COc1ccc(CN2C(=O)Cc3c2nc(N)c2c(N)nc(N4CCCCC4)c(C#N)c32)cc1	i	-2.4	1.8
CCC(=O)N1CCc2cc(S(=O)(=O)CCC(=O)NCc3ccccc3OC)ccc21	i	0.74	-4.7
Cn1cc([N+](=O)[O-])c(C(=O)NC2CCCCCC2)n1	i	-0.36	-0.3
O=S(=O)(c1ccc(Br)cc1)N1CCN(c2ccc3nnc(-c4ccccc4)n3n2)CC1	i	-0.12	-1.0
COc1ccccc1C(=O)NCC(=O)N/N=C/c1cn[nH]c1-c1ccccc1	i	3.1	-0.3
Cc1ccc(C(=O)N2CCCN(c3nc4cc5c(cc4cc3C#N)OCO5)CC2)cc1	i	-3.1	0.2
CC(C1CC1)N(Cc1ccccc1)C(=S)Nc1ccccc1Cl (stereo not given)	i	-0.83	-0.5
CCc1ccccc1NS(=O)(=O)c1c(C(=O)N2CCCCCC2)c(C)n(C)c1C	i	-0.05	0.0
COc1ccc(N=N/C(=C\O)C(=O)c2cccs2)cc1	i	-0.06	-0.4
COc1ccc(OC)c(CCNC(=O)C2CCN(c3ncnc4c3nc3n4CCCCC3)CC2)c1	i	0.68	0.3
Nc1n[nH]c(C2CC2)c1N=Nc1ccc(Cl)cc1	i	2.4	3.2
O=C(O)COc1ccc(NC(=O)c2ccco2)cc1	i	0.36	0.2
N#CC(=C1CCCC1)c1nc(-c2cc3ccccc3oc2=O)cs1	i	1.9	0.1
Cc1ccc(-c2csc(NC(=O)C[n+]3cc(-c4ccccc4)n4c3CCC4)n2)cc1	i	0.33	0.5
CCCCCCOc1ccc(OC(=O)c2cccnc2)cc1	i	0.97	-0.6
O=C(CCc1ccccc1)Nc1ccc(NC(=O)c2ccco2)cc1	i	0.14	-1.6
Cc1[nH]c2ccccc2c1C(=O)C(=O)NCCC1=CCCCC1	i	-3.4	-2.0
Cc1ccccc1N1C(=O)CC(N(O)c2ccccc2)C1=O (stereo not given)	i	0.47	1.1
COc1ccc(-c2noc(CSc3ccc(C)cc3)n2)cc1	i	-0.02	-0.1
COc1ccc(-c2ccc(C#N)c(SCC(=O)NCc3ccco3)n2)cc1OC	i	1.9	-1.2
CCCC(=O)Nc1ccc(C(=O)NNC(=O)c2ccccc2Br)cc1	i	-0.01	-0.7
COc1ccc(C(C(=O)NC2CCCCC2)N(C(=O)c2csnn2)C2CC2)cc1 (stereo not given)	i	0.35	0.2
CCN(CC(=O)Nc1ccc([N+](=O)[O-])cc1OC)c1ccccc1	i	2	-2.0
COc1cc(OC)cc(C(=O)N2CCN(C(=O)c3ccc(OC)c(OC)c3)CC2)c1	i	0.77	-1.3
Cc1ccccc1NS(=O)(=O)c1cc(C(=O)NCc2ccncc2)ccc1Cl	i	-0.7	-2.1
CCOC(=O)N1CCN(CC(O)COc2ccc(CC)cc2)CC1 (stereo not given)	i	0.13	-0.6
CC(C)Oc1ccc(S(=O)(=O)N2CCCCC2)cc1NC(=O)C1CCC1	i	-0.35	-1.0
CCc1cc(C(=O)N2CCN(c3ccccn3)CC2)sc1C	i	1.6	-0.5
O=C(c1nc2nc(-c3ccc(Cl)cc3)cc(C(F)(F)F)n2n1)N1CCOCC1	i	-1.6	-0.3

In the list so far, these contain an aryl thioether with sulfur outside any ring.
Molecule	KCNQ2 block	Kir21 inh	STK33 kinase inh
COc1ccc(-c2noc(CSc3ccc(C)cc3)n2)cc1	i	-0.02	-0.1
COc1ccc(-c2ccc(C#N)c(SCC(=O)NCc3ccco3)n2)cc1OC	i	1.9	-1.2

(continued)
Molecule	KCNQ2 block	Kir21 inh	STK33 kinase inh
COc1cccc2c1OC1(CCN(C(C)C)CC1)N1N=C(c3cccnc3)CC21 (stereo not given)	i	1.5	-1.9
O=C(Nc1cc(Cl)ccc1Oc1ccccc1)c1ccccc1F	i	0.05	-1.9
COc1cc(S(=O)(=O)n2cnc(C)c2)ccc1Cl	i	-0.23	0.2
COc1ccc(C(=O)C[n+]2cccc(C(N)=O)c2)cc1	i	1	-1.0
CNC(=O)c1[nH]cnc1C(=O)Nc1ccc(F)cc1	i	0.03	-0.1
CCn1c(=O)c(-c2nc3ccccc3[nH]2)c(O)c2ccccc21	i	0.99	0.9
Cc1ccccc1NC(=O)C1c2ccccc2Oc2ccccc21	i	-0.01	1.5
Cc1cc(NC(=O)CCC(=O)N(CCc2ccccc2)C(C(=O)NC2CCCC2)c2ccco2)no1 (stereo not given)	i	0.43	1.1
Cc1ccc(OCC(=O)N2CCN(S(=O)(=O)c3ccccc3[N+](=O)[O-])CC2)cc1	i	-2.8	-0.2
Oc1[nH]c2ccccc2c1/C=N/N1CCCCC1	i	-1	-1.6
CC(=O)N/C(=C\c1ccc(F)cc1)C(=O)OCc1ccccc1	i	-0.99	-0.2
COc1ccc(NC2C=CS(=O)(=O)C2)cc1 (stereo not given)	i	0.16	1.5
COC(=O)c1ccc2c(=O)n(Cc3ccc(C(=O)NC(C)C)cc3)c(=S)[nH]c2c1	i	-1.9	-0.6
Cc1cccc(C)c1N(CC(=O)NC1CCCCC1)C(=O)c1csnn1	i	0.23	-0.2
CCC(=O)N(Cc1ccc(S(N)(=O)=O)cc1)C1CC(=O)N(c2ccccc2)C1=O (stereo not given)	i	1.1	0.0
CCOc1cc(S(=O)(=O)NC2CC2)c(OCC)cc1-n1cnnn1	i	-1	-1.1
CCn1c(=O)c(=O)[nH]c2c(=O)oc3ccc(S(=O)(=O)Nc4ccccc4)cc3c21	i	-0.05	-1.6
CC(C)(O)/C=C1/Oc2ccccc2C1N1CCCCC1 (stereo not given)	i	0.73	-1.6
CCc1ccccc1NC(=O)c1cccc(NC(=O)/C=C/c2ccco2)c1	i	-1.1	-0.2
CC(=O)Nc1sc2c(c1C#N)CCN(Cc1ccccc1)C2	i	0	-0.7
O=C(O)/C(=C1\OC(=O)c2ccccc21)c1ccccc1	i	-0.21	0.1
CCOC(=O)NC(=O)/C(C#N)=C\Nc1ccc(Cl)cc1Cl	i	1.1	-0.3
CN(C)S(=O)(=O)N(CC(=O)NCCSCc1ccccc1)c1ccccc1	i	-1.9	0.4
NS(=O)(=O)c1ccc(CCNC(=O)CCCCCn2c(=S)[nH]c3ccc(Br)cc3c2=O)cc1	i	0.09	-1.0
CCc1ccc(NC(=O)CSC2=C(C#N)C(c3ccc4c(c3)OCO4)CC(=O)N2)cc1 (stereo not given)	i	0.45	-2.0
Cc1ccc(Oc2nc3ccccn3c(=O)c2/C=C(\C#N)C(=O)NC2CCS(=O)(=O)C2)cc1 (stereo not given)	i	0.7	0.8
CCOC(=O)N1CCN(c2ccc(Cl)cc2)CC1	i	2.3	-3.0
O=C(CCCN1C(=O)c2ccccc2C1=O)NCc1ccc(F)cc1	i	0.74	0.3
O=S(=O)(Cc1ccccc1)N1CCNCC1	i	-2	0.0
COc1ccc(CCC(=O)OCC(=O)N(CC(C)C)c2c(N)n(Cc3ccccc3)c(=O)[nH]c2=O)cc1	i	1.4	-1.5
COc1cc(NC(=O)CSc2nc3ccccc3n2-c2ccccc2)c(C)cc1[N+](=O)[O-]	i	-1.2	-0.5
CCn1c(SC(C)C(=O)NC2CCCc3ccccc32)nnc1-c1cccs1 (stereo not given)	-8.4*	0.38	-0.4
CCCCN(C)C(=O)c1c[nH]c2ccc(S(=O)(=O)N3CCOCC3)cc2c1=O	i	-0.53	.
COc1ccccc1N1CCN(C(=O)CSc2nc(-c3ccco3)cc(C(F)(F)F)n2)CC1	i	2.5	-2.5
CC1CCC(C(=O)NNC(=O)c2cc(-c3ccco3)[nH]n2)CC1 (stereo not given)	i	0.12	0.5
COc1ccc(F)cc1C(=O)C1CCCN(C(=O)c2ccccc2N(C)C)C1 (stereo not given)	i	0	-0.5
N=c1sccn1CC(=O)Nc1cccc2ccccc12	i	-2.2	1.8
CCOC(=O)Cc1nnc(NC(=O)c2ncn[nH]2)s1	i	0.15	-0.9
CN(C(=O)CCc1nnc(CCCCc2ccccc2)o1)C1CC(C)(C)NC(C)(C)C1	i	1.1	-2.1
Cc1ccc(N2NC(=O)/C(=C\c3cc4c(cc3[N+](=O)[O-])OCO4)C2=O)cc1C	i	-6.5*	-10.0
CCCC(CCC)c1nnc(NC(=O)c2ccco2)s1	i	0.78	-1.4
O=C(Nc1ccc2c(c1)OCO2)C1CC(c2ccccc2Cl)=NO1 (stereo not given)	i	-0.18	-1.4
CC(Oc1ccccc1)C(=O)N1CCCc2ccccc21 (stereo not given)	i	-5.5*	-1.3
CCc1c(O)nc(SCC(N)=O)n(-c2ccccc2F)c1=O	i	0.86	-0.1
NNC(=O)CC(=O)NC1(Cc2ccc(O)cc2)CCCCC1	i	-0.19	0.4
N=c1c(C(=O)NCc2ccccc2)cc2c(=O)n3ccccc3nc2n1Cc1ccco1	i	1.3	-0.1
Cc1ccc(-n2ncc3c(=O)n(CC(=O)N4CCCCCC4)cnc32)cc1	i	1.2	0.8
Cn1c2ccccc2c2c(C(=O)N3CCN(c4ccc(F)cc4)CC3)cn(C3CCCC3)c(=O)c21	-6*	-0.67	0.2
CN(C)CCCO/N=C(\c1ccccc1)c1ccncc1	i	-0.94	-1.9
CCCCN(C(=O)C1CC1)C1CCS(=O)(=O)C1 (stereo not given)	i	0.04	0.6

Carrying on.
Molecule	KCNQ2 block	Kir21 inh	STK33 kinase inh
CCCc1cc(=O)oc2c(C)c(OCC(=O)N3CCC(C(=O)O)CC3)ccc12	i	0.28	3.2
O=C(COC(=O)CN1C(=O)COc2ccccc21)NC1CCCCC1	i	0	0.1
CC1CC(C)CN(c2ccc(S(=O)(=O)N3CCOCC3)cc2)C1 (stereo not given)	i	0.23	0.0
Cc1ccc2c(C)c(C(=O)N(C)Cc3ccncn3)oc2c1C	i	-0.75	-0.9
CCCCN(C)C(=O)CCCc1c[nH]c2ccccc12	i	-0.3	-1.9
CCN(CC)C(=O)CSc1nc2cc3c(cc2c(=O)n1CCCC(=O)NCCc1ccc(OC)c(OC)c1)OCO3	i	0.77	-0.6
Cc1ccc2cc3c(NC(=O)c4ccco4)nn(CC(C)C)c3nc2c1	i	0.68	-1.3
CCOC(=O)N1CCN(C(=O)c2cn(CC)c3ccc(S(=O)(=O)N4CCCCC4)cc3c2=O)CC1	i	-0.18	0.6
CSc1cccc(N=C2C(=O)Nc3ccccc32)c1	i	-2.3	-0.3
CCc1ccc(C(=O)COC(=O)c2cccs2)cc1	i	-0.51	2.2
COc1ccc(CNC(=O)NC2CCCCC2)cc1	i	2	-1.2
COc1ccc(C2=NCN(c3ccc(C)cc3)C(=S)N2)cc1	i	-2.1	0.4
O=C(O)/C=C\C(=O)Nc1ccc(Oc2ccc(Br)cc2)cc1	i	-0.49	-0.7
CCOc1ccc(C(=O)NCC(=O)OC(C)C(=O)NCc2ccco2)cc1OCC (stereo not given)	i	0.99	0.7
CCOCCCn1c(=NC(=O)c2ccco2)c(C(=O)OCC)cc2c(=O)n3cccc(C)c3nc21	i	1.3	0.6
Cc1ccc(C)c(-n2cc(CN3CCCN(C=O)CC3)c(-c3ccccc3)n2)c1	i	-0.21	0.5
Cc1nc2scc(-c3cccs3)c2c(=O)o1	i	-0.56	-0.4
O=C(CC(C(=O)O)C1CCCO1)NCCc1ccc2c(c1)OCO2 (stereo not given)	i	-0.91	-1.6
C=C1SC(=Nc2ccccc2Cl)N(C(=O)c2sc3ccccc3c2Cl)C1(C)C	-5.8*	1.1	-1.7
COc1ccc(CNC(=O)C2CCN(S(=O)(=O)c3ccc4c(c3)CC(C)N4C(C)=O)CC2)cc1 (stereo not given)	i	2	0.5
O=C(CCC(=O)Nc1ccccc1Cl)NNS(=O)(=O)c1ccc(Cl)cc1	i	0.27	0.4
CCCOC(=O)/C(C)=N\NC(=O)c1ccco1	i	-3.1	-0.9
COc1ccc(N2C(=O)c3ccccc3NC2c2ccc(OC)c(Cn3cc([N+](=O)[O-])cn3)c2)cc1 (stereo not given)	i	1.3	0.0
CC(C)CC(NC(=O)C(NC(=O)C1CCC(=O)N1C(=O)OCc1ccccc1)C(C)C)C(=O)N1CCCC1C(N)=O (stereo not given)	i	0.51	-0.3
COC(=O)C1=NN(c2ccccc2OC)C2C(=O)N(c3ccccc3OC)C(=O)C12 (stereo not given)	i	-0.36	-0.3
Cc1ccc(-n2c(C)nnc2SC(C)C(=O)N2CCCC2)cc1 (stereo not given)	i	0.12	-1.1
Cc1c(C)[n+](=O)c2c(n1[O-])CCCCC2	i	1.3	-1.2

4 compounds already listed, ordered by heavy-atom count, ascending:
Molecule	KCNQ2 block	Kir21 inh	STK33 kinase inh
CCCOC(=O)/C(C)=N\NC(=O)c1ccco1	i	-3.1	-0.9
Cc1ccc(-n2c(C)nnc2SC(C)C(=O)N2CCCC2)cc1 (stereo not given)	i	0.12	-1.1
O=C(CCC(=O)Nc1ccccc1Cl)NNS(=O)(=O)c1ccc(Cl)cc1	i	0.27	0.4
COC(=O)C1=NN(c2ccccc2OC)C2C(=O)N(c3ccccc3OC)C(=O)C12 (stereo not given)	i	-0.36	-0.3
